# Furin inh: blocks human furin protease activity; purified furin, fluorogenic substrate cleavage; AID 463115; 220,000 tested, 0.061% active; inhibition, % at 30 µM; P09958; in the data active = inhibition above about 25%; note: inactives centre near -15
# Thrombin inh: blocks human thrombin protease activity; inhibition, % at 5 µM; P00734; 220,000 tested, 0.26% active; alpha-thrombin, Boc-VPR-AMC fluorogenic substrate cleavage;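 active = inhibition at or above 40%; inactive = inhibition below 40%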;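 note: 0% = enzyme with no compound and 100% = wells without enzyme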
#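 Test system: human alpha-thrombin protein / Dosing: one concentration per compound, 5 µM, with 0.2% DMSO / Medium: pH 7.5 Tris-saline with Tween 20 / Benchmarks: no-compound enzyme wells and no-enzyme blanks / Read-out basis: percent inhibition of thrombin substrate cleavage / Timing: reaction at room temperature / Measured by: fluorescence, ex 355 nm, em 460 nm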
# eIF4E 4G PPI: inhibitors of eIF4E and eIF4G interaction in translation initiation. TR-FRET eIF4E-eIF4GI(517-606) binding, 2 h. 220,000 tested, 0.37% active. inhibition, % at 21.7 µM. AID 782;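 note: 0% = full FRET control wells and 100% = background wells lacking eIF4GI fragment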
# 14-3-3 Bad PPI: disrupts binding of bovine 14-3-3 zeta to phospho-Bad peptide. P63103. AID 781. inhibition, % at 21.7 µM. 220,000 tested, 0.71% active. TR-FRET 14-3-3zeta/Dy647-pBad peptide displacement, 1 h;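 active = inhibition above about 70%, limit read from the data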;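 note: 0% = full 14-3-3 plus peptide FRET controls and 100% = background without 14-3-3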
# Target sequence (P63103 whole entry, looked up): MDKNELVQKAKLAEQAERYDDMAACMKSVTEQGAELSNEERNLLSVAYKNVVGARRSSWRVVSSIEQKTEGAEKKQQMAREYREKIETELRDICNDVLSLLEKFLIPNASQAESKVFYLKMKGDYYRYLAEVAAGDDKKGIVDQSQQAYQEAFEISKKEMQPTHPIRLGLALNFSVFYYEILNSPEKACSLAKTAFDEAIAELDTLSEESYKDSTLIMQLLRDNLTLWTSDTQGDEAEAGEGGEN
# KCC2 mod: KCC2 (human) Cl- transport modulation; 190,000 tested, 2.2% active; Q9H2X9; AID 1456; KCC2 cells, thallium flux FluoZin-2 fluorescence; B-score of Tl+ flux slope (higher = more flux/activation; lower = inhibition) at 10 µM;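 active = thallium flux slope and its plate-corrected score both differing from the plate sample mean at a set confidence after two filtering rounds, in either direction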;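 note: slope of fluorescence scaled to starting intensity during 10 to 20 s after thallium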
# Rad51 HR inh: blocks human Rad51 in homologous recombination; Q06609; hRad51 DNA strand exchange, fluorescence dequenching; inhibition, % at 10 µM; 200,000 tested, 0.085% active; AID 1385;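 active = inhibition above 40% at the single screening dose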;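 note: 0% = DMSO control wells and 100% = blanks with heterologous ssDNA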
#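 Material: human Rad51–ssDNA filaments; Probe or stimulus: labelled 47-mer dsDNA for strand exchange; Doses: single 10 µM dose; Incubation: 37 °C 15-min filament assembly, 30-min compound preincubation, 15-min exchange; Technique: FRET fluorescence dequenching, excitation 485 nm, emission 520 nm; Measure: Fluorescence-based percent inhibition, control- and blank-normalised; Benchmarks: plate control and blank wells.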
# KLK5 inh: kallikrein 5 (human) inhibition. Q9Y337. recombinant hK5, fluorogenic AMC substrate cleavage. inhibition, % at 5 µM. 210,000 tested, 0.59% active;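 active = inhibition of 40% or more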;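 note: 0% = enzyme controls without compound and 100% = no-enzyme blanks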
# Target sequence (Q9Y337 67-293 limits assumed): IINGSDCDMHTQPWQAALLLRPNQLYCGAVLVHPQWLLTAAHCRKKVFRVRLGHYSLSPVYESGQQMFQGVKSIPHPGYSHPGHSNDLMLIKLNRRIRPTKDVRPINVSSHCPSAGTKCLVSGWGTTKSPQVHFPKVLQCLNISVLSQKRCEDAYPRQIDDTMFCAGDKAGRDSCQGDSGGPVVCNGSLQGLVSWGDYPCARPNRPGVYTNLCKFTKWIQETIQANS
# EBV gp42 block: EBV gp42 inhibition. Q1HVG2. Fluorescence polarization binding assay, mP read-out. inhibition, % (tested at 21.74 µM). 220,000 tested, 0.42% active. AID 1085; in the data active = inhibition above about 50%
# Target sequence (Q1HVG2 whole entry, looked up): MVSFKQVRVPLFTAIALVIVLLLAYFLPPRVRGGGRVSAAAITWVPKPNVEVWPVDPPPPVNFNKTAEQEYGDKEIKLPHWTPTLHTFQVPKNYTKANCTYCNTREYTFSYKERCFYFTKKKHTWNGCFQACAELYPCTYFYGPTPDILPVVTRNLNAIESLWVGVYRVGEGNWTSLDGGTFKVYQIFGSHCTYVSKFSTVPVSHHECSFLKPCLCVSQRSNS
# NCF1 inh: blocks human p47phox regulatory protein of NADPH oxidases. P14598. p47phox/p22phox peptide binding, fluorescence polarization, 2 h. inhibition, % at 24.7 µM. 220,000 tested, 0.53% active;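 note: 0% = p47phox with labelled peptide and 100% = labelled peptide alone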
# Target sequence (P14598 whole entry, looked up): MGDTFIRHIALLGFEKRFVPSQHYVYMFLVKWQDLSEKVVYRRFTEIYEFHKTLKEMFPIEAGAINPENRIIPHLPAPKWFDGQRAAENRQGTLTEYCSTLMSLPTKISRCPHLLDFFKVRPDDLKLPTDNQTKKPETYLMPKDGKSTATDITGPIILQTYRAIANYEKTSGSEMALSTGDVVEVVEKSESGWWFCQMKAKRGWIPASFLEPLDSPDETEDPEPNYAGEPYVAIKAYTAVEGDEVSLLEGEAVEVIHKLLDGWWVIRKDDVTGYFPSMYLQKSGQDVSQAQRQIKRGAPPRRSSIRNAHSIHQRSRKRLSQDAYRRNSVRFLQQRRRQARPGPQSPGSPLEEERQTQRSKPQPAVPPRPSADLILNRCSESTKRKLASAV
# Active calls of the source: *; i = inactive; · = no result given; [ ] = dose if it differs, or a comment.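 Rule for the calls, unless noted: active = inhibition above about 30% (limit read from the data); inactive = the rest.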
[1] Brc1ccc(-c2nc(-c3ccccc3)no2)o1
[2] CCCCCOc1ccc(Cl)cc1CN1CCOCC1
[3] O=C(NCCc1ccccc1)c1n[nH]c(=O)c2ccccc12
[4] COc1ccc(Cn2nnnc2C(C(C)C)N(Cc2ccco2)Cc2cccs2)cc1 (centres undefined)
[5] COc1ccc(/C=C/C(=O)NC(=S)NNC(=O)c2ccco2)cc1
[6] CCOC(=O)CCn1cc(F)c(=O)n(Cc2ccccc2)c1=O

Compound,1,2,3,4,5,6
Furin inh,-22.6[20 µM],-11.6[20 µM],-22.7,-13.4,-11.9[20 µM],-17.5
Thrombin inh,2.6,2.6,-15.8,-3.6,0.1,8.4
eIF4E 4G PPI,-6.2,2.2[fluorescence artefact?],0.8,-3.1,5.3[fluorescence artefact?],2.4
14-3-3 Bad PPI,-2.5,52.6,2.9,5.2,-6.2[fluorescence artefact?],-0.8[fluorescence artefact?]
KCC2 mod,·,-1.2,·,0.0372,11.2*,0.762
Rad51 HR inh,-5.4,-0.6,12.8,1.5,-3.4,0.2
KLK5 inh,-6.2,-0.5,0.1,10.5,-79.1,-10.2
EBV gp42 block,-11.8,-26.2,-16.7,-12.7,-3.3,3.5
NCF1 inh,-10.2,-5.5,-4.3,-10.7,3.5,-4.1

[7] O=C(CNS(=O)(=O)/C=C/c1ccccc1)OCC(=O)N1CCC(Cc2ccccc2)CC1
[8] O=C(NC1=NCCS1)C1CC(=O)N(c2ccc(Cl)cc2)C1 (centres undefined)
[9] CCCn1nnnc1SCC(=O)NCc1ccccc1
[10] O=C1CC(SCCO)C(=O)N1c1ccccc1 (centres undefined)
[11] CC(=O)Nc1ccc(Cc2ccncc2)cc1
[12] CC(C)C(=O)Nc1cccc(NC(=O)c2ccc(Cl)cc2Cl)c1

Compound,7,8,9,10,11,12
Furin inh,-2.8[20 µM],-23.9,-15.9,-9.6[20 µM],-16.3[20 µM],-12.3
Thrombin inh,0.6,-0.4,4.5,-1.5,-0.1,-4.3
eIF4E 4G PPI,0.2,0.0,2.5,-15.7,2.3,-1.3[fluorescence artefact?]
14-3-3 Bad PPI,-2.3,-11.5,5.2,-1.1,9.0,-2.2
KCC2 mod,-1.4,-0.678,·,·,-0.0102,0.93
Rad51 HR inh,1.2,·,-9.8,1.6,3.8,·
KLK5 inh,-3.5,1.8,-15.9,0.9,-14.7,-15.9
EBV gp42 block,-3.9,-18.9,-4.5,-10.4,-12.8,-17.3
NCF1 inh,-7.1,-4.7,-15.9,-7.2,3.8,-1.7

[13] c1ccc(-c2ccccc2OCCn2cncn2)cc1
[14] O=C(NN1C(=O)c2ccccc2C1=O)C1CC2CCC1C2 (centres undefined)
[15] CCCN1CCc2[nH]c(=S)[nH]c(=O)c2C1
[16] CCC1=Nc2ccc(Br)cc2C(c2ccccc2)N1CC(=O)OC (centres undefined)
[17] CCCCCCOc1ccc(C(CC(=O)NC)C(=O)O)cc1 (centres undefined)
[18] Cc1nn(C)c(Nc2ccc(Br)cc2)c1Br

Compound,13,14,15,16,17,18
Furin inh,-20.6[20 µM],-30.1,-12.3,-22.7[20 µM],-23.6,-15.8
Thrombin inh,-5.8,-2.9,-4.7,-5.9,-0.9,-6.9
eIF4E 4G PPI,-10.7,1.6,2.9,-4.1[fluorescence artefact?],0.0,-0.9
14-3-3 Bad PPI,-3.0,-7.2,-6.8[fluorescence artefact?],0.3[fluorescence artefact?],-4.4,-8.3
KCC2 mod,-0.683,0.0672,1.1,-0.0697,1.69,-0.455
Rad51 HR inh,3.3,·,-1.9,-4.7,4.8,8.7
KLK5 inh,8.1,0.1,-3.5,-14.4,-19.7,-5.3
EBV gp42 block,-3.8,-15.6,-4.2,-12.4,-12.9,-9.1
NCF1 inh,6.4,-14.4,-1.9,-4.5,-5.6,0.1

[19] CC(=O)C1=C(C)N(CC2CC2)C(=O)N[C@H]1c1cccs1
[20] CCC(C)NC(=O)c1cccc(OCc2c(C)noc2C)c1 (centres undefined)
[21] Cc1ccc(N2C(=O)N(CC(=O)Nc3ccc(C)cc3C)C(=O)C2C)cc1 (centres undefined)
[22] CCN(c1cccc2ccccc12)S(=O)(=O)c1ccc(Cl)nc1
[23] COCC(=O)Nc1ccc2c(c1)OCO2
[24] CCOC(=O)c1sc(NC(=S)NC(=O)CC(C)C)cc1C

Compound,19,20,21,22,23,24
Furin inh,-5.3,-18.6,-21.7,-18.0,-23.2,-24.5
Thrombin inh,0.2,-3.7,-5.2,-1.9,4.9,2.9
eIF4E 4G PPI,4.8,1.1,4.8,2.7,3.3,3.7[fluorescence artefact?]
14-3-3 Bad PPI,-7.5,-4.3,-7.3,-4.6,-6.2,-0.6[fluorescence artefact?]
KCC2 mod,0.303,-0.301,-1.85,-0.269,0.835,·
Rad51 HR inh,0.2,6.3,-6.7,-12.7,-9.7,29.4
KLK5 inh,-0.8,0.0,-3.4,10.9,1.0,-1.9
EBV gp42 block,-21.6,-9.6,-12.0,-3.3,-6.3,-8.1
NCF1 inh,-3.1,-17.0,5.7,-10.5,-3.4,-0.3

[25] COc1ccc(S(=O)(=O)NCCOc2ccccc2)cc1-n1cnnn1
[26] CC(C)=CC(=O)Nc1ccc(OCc2ccccc2)cc1
[27] Cn1c(N)c(C(=O)COC(=O)c2cccc(S(=O)(=O)N3CCCCC3)c2)c(=O)n(C)c1=O
[28] O=C(c1cccnc1)N1C2CCC1CC(O)(c1ccc(F)cc1)C2 (centres undefined)
[29] Cn1cccc1C1C(C#N)=C(N)OC2=C1C(=O)CCC2 (centres undefined)
[30] Brc1ccc(-c2nn3c(-c4ccco4)nnc3s2)o1

Compound,25,26,27,28,29,30
Furin inh,-29.1,-28.1,-22.5,-22.3,-13.4,-21.0
Thrombin inh,-5.2,4.3,-0.1,-9.6,-4.9,14.0
eIF4E 4G PPI,-2.2,1.2,3.2,-15.7[fluorescence artefact?],-5.5,-21.7
14-3-3 Bad PPI,-5.3,-18.4,-0.2[fluorescence artefact?],-7.9[fluorescence artefact?],-2.0,-17.9
KCC2 mod,-3.8*,-1.78,-0.248,-0.57,1.63,0.289
Rad51 HR inh,1.9,-5.2,0.1,2.0,·,-3.8
KLK5 inh,-1.6,-6.3,-7.5,-10.8,3.2,6.1
EBV gp42 block,-2.2,0.1,-13.9,-12.8,-7.0,-5.8
NCF1 inh,0.7,-2.1,-15.4,-18.7,-32.5,-31.2

# The last 3 records of the part before lead into the next.
[28] O=C(c1cccnc1)N1C2CCC1CC(O)(c1ccc(F)cc1)C2 (centres undefined)
[29] Cn1cccc1C1C(C#N)=C(N)OC2=C1C(=O)CCC2 (centres undefined)
[30] Brc1ccc(-c2nn3c(-c4ccco4)nnc3s2)o1
[31] Cc1ccc(C)c(NC(=O)Cn2c([N+](=O)[O-])cnc2C)c1
[32] Cc1cc(C(=O)NNS(=O)(=O)c2ccccc2C(F)(F)F)nn1C(C)(C)C
[33] CCCCOC(=O)c1nc(Cl)c(Cl)c(N)c1Cl
[34] CCN(CC)c1ccc2cc(S(=O)(=O)c3ccc(Cl)cc3)c(=O)oc2c1
[35] COc1ccccc1NC(=S)N(Cc1cccnc1)Cc1ccco1
[36] C=CCn1c(CCC(=O)O)ccc1-c1ccc(OC)cc1

Compound,28,29,30,31,32,33,34,35,36
Furin inh,-22.3,-13.4,-21.0,-8.1[20 µM],-11.0,-1.7,-7.1,-12.6,-23.6[20 µM]
Thrombin inh,-9.6,-4.9,14.0,-5.4,0.5,-11.1,0.1,·,-3.6
eIF4E 4G PPI,-15.7[fluorescence artefact?],-5.5,-21.7,-8.5,-4.5,0.7[fluorescence artefact?],5.9,-0.8,4.1
14-3-3 Bad PPI,-7.9[fluorescence artefact?],-2.0,-17.9,-1.8,-2.8,-2.9,2.9,-6.8,2.0
KCC2 mod,-0.57,1.63,0.289,-0.0782,-0.00643,0.206,i,-0.712,0.107
Rad51 HR inh,2.0,·,-3.8,0.9,-8.8,8.7,-4.2,-5.7,4.1
KLK5 inh,-10.8,3.2,6.1,-6.1,-3.0,-4.0,-12.2,-5.5,-1.7
EBV gp42 block,-12.8,-7.0,-5.8,-8.9,-10.1,-6.7,159.2*,-13.6,-14.2
NCF1 inh,-18.7,-32.5,-31.2,-4.8,-16.1,-2.3,-12.2,-2.6,-11.1

[37] COc1ccc(OC)c(C2C(C(=O)Nc3cccnc3)=C(C)NC3=C2C(=O)CCC3)c1 (centres undefined)
[38] Cc1ccccc1Nc1nc(N)nc(COC(=O)C2CCCCC2)n1
[39] CS(=O)(=O)c1ccc(Cl)c(C(=O)O)c1
[40] CN1CCN(S(=O)(=O)c2ccc(NC(=S)NC(=O)C(C)(C)C)cc2)CC1
[41] Cc1cc(NC(=O)CSc2nc(N)c(NC(=O)c3ccco3)c(=O)[nH]2)no1
[42] O=C(/C=C/Nc1ccc(F)cc1F)c1cccs1

Compound,37,38,39,40,41,42
Furin inh,-9.7[20 µM],-13.9,-15.0,-24.9,8.4,-16.6
Thrombin inh,-7.3,-5.1,3.9,-3.0,-2.3,-1.3
eIF4E 4G PPI,-4.5,13.4[fluorescence artefact?],-2.9[fluorescence artefact?],1.9,-7.5,2.3
14-3-3 Bad PPI,-14.1,-11.5,4.4[fluorescence artefact?],-12.8,-0.4,-1.0[fluorescence artefact?]
KCC2 mod,·,-1.01,-0.0534,-0.239,-0.119,-0.0678
Rad51 HR inh,-11.0,12.2,-0.7,15.7,-7.9,0.1
KLK5 inh,2.4,-7.8,-14.1,1.4,-0.7,-3.7
EBV gp42 block,-17.5,-6.7,-15.7,-2.3,-16.6,-4.6
NCF1 inh,-5.9,-0.3,-6.1,-1.3,-11.7,-6.5

[43] O=C1OCC2=C1C(c1ccc(F)cc1)c1cc3c(cc1N2)OCCO3 (centres undefined)
[44] COc1ccc(/C=N/NC(=O)c2ccccc2OCc2ccccc2)c(OC)c1
[45] C=CCOC(=O)CCC(=O)Nc1cccc2ccccc12
[46] O=C(NCCN1CCOCC1)c1cc(-c2ccco2)on1
[47] Cc1ccc(N2C=Nc3ccc(C)c4nc(C)cc2c34)cc1
[48] NC(=O)c1ccc[n+](CC(=O)c2ccc(F)cc2)c1

Compound,43,44,45,46,47,48
Furin inh,-36.1,-15.0,-24.1,-14.0,-18.4[20 µM],-19.9
Thrombin inh,-8.0,2.9,-4.4,-4.6,-4.2,-8.8
eIF4E 4G PPI,-2.9,-2.2,1.2,4.4,0.6,-1.4
14-3-3 Bad PPI,-12.4,-1.5,1.1,10.8,13.3,-4.0
KCC2 mod,-1.44,·,0.75,-0.211,·,0.901
Rad51 HR inh,7.7,-2.9,10.8,·,-5.3,·
KLK5 inh,-4.4,7.9,-0.9,-2.7,-0.9,-0.1
EBV gp42 block,-0.6,-6.3,2.5,-27.8,-11.5,-2.9
NCF1 inh,-1.4,2.1,1.8,-6.2,-5.0,-15.4

[49] O=C1C2CCCN2C(c2ccccc2F)N1c1cccc(Cl)c1 (centres undefined)
[50] Clc1nc(N2CCOCC2)ncc1Br
[51] Cc1nn(C)cc1CNC(=O)Nc1ccc(Br)cc1Cl
[52] N/C(=N\c1nc2ccccc2o1)NC(=O)c1ccc([N+](=O)[O-])cc1

Compound,49,50,51,52
Furin inh,-13.8,-25.4,10.7[20 µM],-13.0
Thrombin inh,0.2,-2.9,-4.8,-7.8
eIF4E 4G PPI,1.8,-5.5,1.6,-3.9
14-3-3 Bad PPI,0.0,1.7,7.5,7.1
KCC2 mod,-3.74*,0.136,-0.045,-0.269
Rad51 HR inh,-6.7,5.0,-7.6,-8.0
KLK5 inh,-4.1,2.5,4.1,-3.1
EBV gp42 block,3.0,-12.0,-6.8,-9.2
NCF1 inh,-16.2,-8.5,-4.6,-7.1
